High-throughput results deposited in PubChem by several laboratories.
RAM network inh: blocks the yeast RAM network; S. cerevisiae dse1pr::URA3 reporter, 5-FOA growth OD615, 2 d; analog-sensitive cbk1-as2 kinase mutant strain; inhibition, % at 50 µM; hit rate 1.8% among 190,000; AID 868;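 active = inhibition above a set limit, 3 SD over mean compound inhibition, cut at about 8.4% in these data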;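 also: 0% = DMSO-only wells with no growth and 100% = 10 µM 1-NA-PP1 full growth; inhibition rescues growth on 5-FOA so higher OD means more RAM inhibition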
STAT1 activator: STAT1 signaling activation. NIH 3T3 STAT1-luciferase reporter, IFN-gamma, luminescence; 100% = IFN-gamma alone, no compound. activation (% of control), % at 5.5 µM. hit rate 2.6% among 200,000;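 active = activation above the screen-wide mean activation plus 3 SD, cut at about 130% in these data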;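 also: raw ratio to IFN-gamma control signal so 100% means no change and 0% no light; values of inactives mirror those of a sister screen read the other way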
APP 5'UTR act: activates APP 5'UTR luciferase reporter | AID 1276 | activation, % at 2 µM | SH-SY5Y APP 5'UTR luciferase reporter, luminescence; zero percent = DMSO vehicle wells | hit rate 1% among 190,000;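 active = activation above a set limit, based on mean plus 3 SD of controls, cut at about 140% in these data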; also: values of inactives mirror those of a sister screen read the other way
NF-kB expr up: raises NF-kB expression in human neuronal cells; NF-kB reporter expression; active compounds read high; fold change at 12.5 µM; hit rate 1.6% among 190,000; AID 1239; in the data active = fold change above about 3.3
STAT1 blocker: STAT1 signaling inhibition; inhibition, % at 5.5 µM; hit rate 0.35% among 200,000; NIH 3T3 STAT1-luciferase reporter, IFN-gamma, luminescence;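 active = inhibition above a set limit, the mean inhibition across all tested compounds plus 3 SD, cut at about 34% in these data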;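 also: 0% = IFN-gamma with DMSO and 100% = IFN-gamma with 300 µM nifuroxazide; values of inactives mirror those of a sister screen read the other way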
STAT3 inh: reduces IL-6 driven STAT3 reporter signal | U3A cells, IL-6 STAT3-luciferase reporter, luminescence; host cell line lacks STAT1 | inhibition, % at 5.5 µM | hit rate 0.89% among 190,000 | AID 862;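 active = inhibition above the mean inhibition across all screened compounds plus 3 SD, cut at about 44% in these data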;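 also: 0% = DMSO only wells and 100% = 100 µM nifuroxazide control wells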
FLuc inhib CS: Photinus pyralis luciferase inhibition counter-screen; P08659; ATPLite firefly luciferase biochemical luminescence, 10 min; inhibition, % at 10 µM; hit rate 1.5% among 200,000; AID 1006;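 active = inhibition above about 50% when tested at 10 µM, limit read from the data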
Target sequence (P08659 whole entry, looked up): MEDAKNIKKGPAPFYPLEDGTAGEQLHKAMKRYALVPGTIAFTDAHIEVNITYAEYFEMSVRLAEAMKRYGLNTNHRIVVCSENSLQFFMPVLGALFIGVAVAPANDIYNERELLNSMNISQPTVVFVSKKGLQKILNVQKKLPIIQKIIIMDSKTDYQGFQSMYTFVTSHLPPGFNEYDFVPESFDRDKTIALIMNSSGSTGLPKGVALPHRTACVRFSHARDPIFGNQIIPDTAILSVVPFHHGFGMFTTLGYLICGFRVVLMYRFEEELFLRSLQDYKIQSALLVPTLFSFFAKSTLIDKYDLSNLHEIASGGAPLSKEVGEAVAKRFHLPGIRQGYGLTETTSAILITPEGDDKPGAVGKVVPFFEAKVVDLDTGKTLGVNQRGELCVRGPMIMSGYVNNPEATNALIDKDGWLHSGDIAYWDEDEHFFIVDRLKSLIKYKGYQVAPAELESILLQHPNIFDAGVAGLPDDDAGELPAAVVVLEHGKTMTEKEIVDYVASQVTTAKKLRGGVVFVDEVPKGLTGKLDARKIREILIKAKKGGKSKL
Hsp70 act: switches on Hsp70 transcription. HeLa Hsp70 promoter luciferase reporter, luminescence; scaled: vehicle 0, proteasome-inhibitor control 100%. activation, % at 10 µM. hit rate 0.04% among 200,000. AID 1203;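 active = activation above the mean across all tested compounds plus 3 SD, cutoff set per campaign, cut at about 5.5% in these data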;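 also: 100% = MG132 at 30 µM as the positive control and 0% = DMSO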
STAT3 act: activators of IL-6 induced STAT3 signaling; U3A cells, IL-6 STAT3-luciferase reporter, luminescence; 100% = signal with IL-6 EC80 alone; activation (% of control), % at 5.6 µM; hit rate 0.91% among 190,000; AID 871;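 active = activation above the screen-wide mean of compound activation plus 3 SD, cut at about 130% in these data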;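 also: 0% = background luminescence of wells with medium and substrate only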
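Material: STAT3-luciferase reporter U3A cells. Controls: IL-6-treated wells, 100% activation. Read-out: % activation versus median of IL-6-stimulated wells. Probe or stimulus: IL-6 stimulus at 33 ng/mL final. Timing: compound 1 h, then IL-6 6 h at 37 °C. Signal: reporter luminescence signal.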
APP transl inh: APP translation inhibition. SH-SY5Y APP 5'UTR-luciferase reporter, luminescence. inhibition, % at 2 µM. hit rate 0.82% among 190,000;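 active = inhibition above a set limit, derived from the sample mean plus 3 SD, cut at about 45% in these data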; also: values of inactives mirror those of a sister screen read the other way
Numbers without * were called inactive; x = not tested or not shown.

Start of the data: the first two records, ahead of the listing:
SMILES | RAM network inh | STAT1 activator | APP 5'UTR act | NF-kB expr up | STAT1 blocker | STAT3 inh | FLuc inhib CS | Hsp70 act | STAT3 act | APP transl inh
CNc1nc(-c2ccc3c(c2)CCN3C(=O)c2ccc(F)cc2)cs1 | -0.4 | 128 | 47 | 2 | -32 | 24 | 13 | 1.4 | 82 | -47
CC(C)c1ccc2oc(-c3ccc(NC(=O)c4ncn[nH]4)cc3)nc2c1 | 2.2 | 136* | 70 | 1.3 | -35 | 12 | 42 | -0.5 | 93 | -70

Results, from the start:
SMILES | RAM network inh | STAT1 activator | APP 5'UTR act | NF-kB expr up | STAT1 blocker | STAT3 inh | FLuc inhib CS | Hsp70 act | STAT3 act | APP transl inh
CNc1nc(-c2ccc3c(c2)CCN3C(=O)c2ccc(F)cc2)cs1 | -0.4 | 128 | 47 | 2 | -32 | 24 | 13 | 1.4 | 82 | -47
CC(C)c1ccc2oc(-c3ccc(NC(=O)c4ncn[nH]4)cc3)nc2c1 | 2.2 | 136* | 70 | 1.3 | -35 | 12 | 42 | -0.5 | 93 | -70
CCOC(=O)Cc1csc(NC(=O)COc2ccccc2OCC)n1 | 2.7 | 106 | 2 | 1.1 | -7 | 8 | 1 | 0.4 | 96 | -2
Cc1cc(C)n(-c2nnc(Cl)c3ccccc23)n1 | -1.7 | 95 | -27 | 1.2 | 4 | -7 | -3 | 0.0 | 109 | 27
COc1ccc2c(c1)O[C@@H](c1cccc(C(F)(F)F)c1)[C@H](O)C2=O | -2.0 | 99 | 2 | 0.75 | 1 | 1 | 5 | -0.2 | 97 | -2
COC(=O)CNC(=O)COC(=O)c1cc(Cl)cc(Cl)c1N | 1.5 | 89 | -11 | 1.2 | 12 | 8 | -3 | -0.6 | 98 | 11
Nc1cc(N)nc(SCc2nnnn2-c2ccc(Cl)cc2)n1 | 0.9 | 95 | -3 | 1.5 | 6 | 6 | -1 | -0.3 | 93 | 3
CSC(SC)=C(C(C)=O)C(=O)c1ccc(C)cc1 | -0.3 | 100 | -1 | 1.1 | 0 | 0 | -9 | 0.3 | 104 | 1
NS(=O)(=O)c1ccc(CCNC(=O)C2CCCN(S(=O)(=O)c3cccnc3)C2)cc1 (stereo unspecified) | -1.4 | 106 | 2 | 1.1 | -7 | 11 | -7 | 0.5 | 98 | -2
Cc1ccccc1CN(c1ccc(C(N)=O)cc1)S(C)(=O)=O | 0.7 | 98 | 13 | 0.87 | 3 | 7 | -9 | -0.4 | 101 | -13
CCOc1cc(NS(=O)(=O)c2ccc(OC)cc2)c(OCC)cc1NC(C)=O | 3.5 | 100 | 15 | 1 | -1 | 4 | -3 | 0.2 | 101 | -15
O=C(NCc1ccc2c(c1)OCO2)c1ccc(COc2cccc(Cl)c2)o1 | 5.9 | 92 | -1 | 1.2 | 8 | 11 | -5 | -0.2 | 95 | 1
O=C(N/N=C/c1ccccn1)c1cc(-c2cccc3ccccc23)n[nH]1 | 2.8 | 102 | 11 | 0.73 | -3 | 4 | 1 | -0.3 | 98 | -11
NS(=O)(=O)c1ccc(NC(=S)NCCc2ccccc2)cc1 | 2.4 | 94 | 15 | 1.1 | 4 | 19 | -9 | -0.4 | 86 | -15
CC(=O)C1=C(C)NC(SCC(=O)c2cc(Cl)ccc2Cl)=C(C#N)C1c1ccco1 (stereo unspecified) | x | 99 | 16 | x | 1 | 16 | -3 | 0.2 | 93 | -16
O=C(CSCc1ccc([N+](=O)[O-])cc1)N/N=C/c1cccnc1 | -0.3 | 95 | 17 | 1.1 | 5 | 1 | -6 | -0.1 | 104 | -17
O=S(=O)(c1ccc(Cl)cc1)N1CCSC1c1ccco1 (stereo unspecified) | 1.9 | 104 | 2 | 0.92 | -5 | 10 | -2 | -0.5 | 97 | -2
COc1cc(SC)ccc1C(=O)N1CCN(c2ccc(O)cc2)CC1 | 0.1 | 103 | -7 | 2.9 | -5 | -7 | 1 | -0.2 | 107 | 7
Cn1c(CCC(=O)OCC(=O)NCC(F)(F)F)nc(=O)c2ccccc21 | 0.7 | 103 | 33 | 0.97 | -4 | -3 | -8 | -0.1 | 105 | -33
COc1cc(NC(=O)CSc2nc3ccccc3cc2C)c(C(=O)O)cc1OC | 1.4 | 99 | 5 | 8.7* | 1 | -1 | -4 | 0.0 | 99 | -5
C=CCn1c(COc2ccccc2F)nnc1SCC(=O)Nc1cc2oc3ccccc3c2cc1OC | 6.6 | 95 | 19 | 0.76 | 6 | 7 | -11 | -0.4 | 94 | -19
CCOC(=O)c1c(CSc2ccccc2)oc2ccc(O)cc12 | 3.1 | 107 | 7 | 1.7 | -8 | 6 | -4 | -0.2 | 95 | -7
O=C(COc1ccccc1F)N/N=C1\CCCc2ccccc21 | 0.2 | 139* | 48 | 3 | -43 | 2 | 15 | 0.2 | 97 | -48
CCN(CC)c1ccc(N=Cc2cc(Br)ccc2O)cc1 | 0.5 | 92 | -12 | 1.2 | 8 | 10 | 11 | -0.1 | 98 | 12
O=C(CSc1nc2ccccc2c(=O)n1-c1ccc(F)cc1F)Nc1ccc(N2CCOCC2)cc1 | 6.0 | 87 | -18 | 1.1 | 14 | 11 | 6 | -0.1 | 90 | 18
O=C(COC(=O)CCc1nc2ccccc2c(=O)[nH]1)NC1CCS(=O)(=O)C1 (stereo unspecified) | -1.1 | 100 | 11 | 0.9 | -3 | -4 | -7 | 0.1 | 108 | -11
O=C(NC1CC1)C1CCN(C2CCN(C(=O)Cc3ccc(F)cc3)CC2)CC1 | -0.5 | 101 | -1 | 1.1 | -3 | 2 | -1 | 0.2 | 102 | 1
O=C(c1ccc(Cl)c(S(=O)(=O)N2CCCC2)c1)N1CCN(c2ncccn2)CC1 | 0.4 | 98 | 0 | 0.97 | 2 | -2 | -1 | -0.3 | 104 | 0
O=C1c2oc3ccc(Cl)cc3c(=O)c2C(c2ccco2)N1CCN1CCOCC1 (stereo unspecified) | -1.0 | 99 | 6 | 0.99 | 2 | 8 | -9 | -0.1 | 98 | -6
C1CCN(c2nc3nonc3nc2N2CCCCC2)CC1 | 1.8 | 95 | -8 | 1.1 | 5 | 0 | -6 | -0.1 | 104 | 8
CCN=C1SC(C(N)=O)CC(=O)N1CC (stereo unspecified) | 0.5 | 112 | 4 | 1.1 | -13 | -23 | -9 | 0.2 | 125 | -4
CCn1cc(C(=S)N2CCC(C(N)=O)CC2)c2ccccc21 | -0.5 | 100 | -7 | 1.1 | -2 | 4 | -9 | -0.3 | 99 | 7
CC(C)(O)C#Cc1ccc(CN2CCN(C3CCCCC3)C(CCO)C2)s1 (stereo unspecified) | 0.8 | 105 | 8 | 1.5 | -5 | 8 | -10 | -0.2 | 98 | -8
O=C(CSCSCC(=O)NCC1CCCO1)NCC1CCCO1 (stereo unspecified) | 0.0 | 102 | -1 | 1.4 | -2 | 4 | -5 | -0.2 | 99 | 1
O=c1c2oc3ccccc3c2[nH]c(=S)n1-c1ccc(F)cc1 | 3.5 | 98 | 13 | 0.88 | 0 | 3 | 2 | -0.3 | 105 | -13
CC(C)NC(=O)C(=O)N/N=C/c1ccco1 | 0.9 | 101 | 23 | 1.1 | -3 | 3 | -8 | -0.2 | 106 | -23
COc1ccc(CN2CC(C(=O)NCCCOC(C)C)CC2=O)cc1 (stereo unspecified) | -0.8 | 93 | -3 | 0.95 | 8 | -2 | 1 | -0.5 | 104 | 3
O=C1N/C(=N/c2ccccn2)SC1Cc1ccccc1 (stereo unspecified) | 5.3 | 111 | -6 | 0.9 | -10 | 9 | 5 | 0.1 | 96 | 6
O=C(NCCc1c[nH]c2ccccc12)C(=O)NCC1OCCN1S(=O)(=O)c1ccccc1 (stereo unspecified) | 1.2 | 100 | 6 | 0.73 | -1 | -2 | -4 | -0.2 | 103 | -6
CCOc1cc(NC(=S)NCC2CCCO2)c(OCC)cc1NC(=O)CC (stereo unspecified) | 0.1 | 93 | -10 | 1.1 | 6 | 8 | -8 | -0.1 | 96 | 10
Cc1ccc(C(=O)c2c(NC(=O)c3ccccc3)sc(C)c2C)cc1 | 13* | 94 | 11 | 1.1 | 5 | 21 | -3 | 0.1 | 89 | -11
COc1ccc(CCNC(=O)CCS(=O)(=O)c2ccc(C)cc2)cc1OC | 2.2 | 104 | x | 1 | 1 | 0 | -3 | 0.0 | 100 | x
CCOc1ccc(/C(CC)=N/NC(=O)C2(C)CC2(Br)Br)cc1 (stereo unspecified) | 1.1 | 103 | 14 | 1.4 | -4 | -6 | -5 | -0.4 | 106 | -14
Cc1nc(NC(=O)COc2ccccc2)sc1C(=O)Nc1cccc(Cl)c1 | 3.4 | 93 | 24 | 0.95 | 8 | -1 | -2 | 0.1 | 105 | -24
CCOC(=O)C(Sc1ncn[nH]1)c1ccccc1 (stereo unspecified) | 0.9 | 103 | 37 | 0.96 | -3 | 7 | -3 | -0.3 | 96 | -37
COc1ccc(C2CC(c3cccs3)=NN2S(=O)(=O)c2ccc(C)cc2)cc1 (stereo unspecified) | x | 91 | 9 | x | 6 | 10 | x | -0.2 | 99 | -9
O=C(Cc1cc(=O)[nH][nH]1)N/N=C/c1ccccc1Cl | 3.9 | 98 | -12 | 1.8 | 4 | -12 | -11 | -0.3 | 107 | 12
COc1ccccc1NC(=O)C(=O)N/N=C/c1ccc([N+](=O)[O-])s1 | 4.9 | 98 | -24 | 0.84 | 1 | 6 | -3 | 0.0 | 98 | 24
CC/C(=N\NC(=O)c1ccncc1)C12CC3CC(CC(C3)C1)C2 | -1.1 | 109 | -52 | 1.1 | -9 | -14 | -6 | -0.4 | 110 | 52*
O=C(Nc1ccc(F)cc1F)c1cc2ncc(Br)cn2n1 | 3.1 | 105 | 13 | 1.4 | -5 | 2 | -11 | 0.0 | 99 | -13
(listing goes on)
SMILES | RAM network inh | STAT1 activator | APP 5'UTR act | NF-kB expr up | STAT1 blocker | STAT3 inh | FLuc inhib CS | Hsp70 act | STAT3 act | APP transl inh
Cn1ccnc1C1CCCCN1Cc1nc(-c2ccc3c(c2)OCO3)no1 (stereo unspecified) | 3.1 | 107 | 10 | 1.4 | -9 | 11 | -6 | -0.1 | 100 | -10
CC(C)CC(=O)N1CCN(Cc2ccccc2[N+](=O)[O-])CC1 | 1.4 | 98 | 8 | 1.2 | 3 | 7 | 3 | -0.4 | 95 | -8
O=C(c1cc2nc(C3CC3)cc(C(F)F)n2n1)N1CCOCC1 | -0.9 | 107 | 0 | 1.6 | -7 | 3 | 2 | -0.3 | 102 | 0
CN(CC(=O)N1CCCCCC1)S(=O)(=O)c1ccc(F)cc1 | 2.0 | 115 | 49 | 1.7 | -15 | 5 | 9 | -0.2 | 103 | -49
CCNC(=O)c1ccc(-n2nc(C(F)(F)F)c3c2CCCC3)cc1 | 1.4 | 110 | 9 | 1.2 | -10 | 22 | -4 | -0.1 | 84 | -10
CC1(C)CC2CC(C)(CN2C(=S)Nc2ccccc2)C1 (stereo unspecified) | 1.2 | 99 | -7 | 1.1 | 0 | 14 | 1 | -0.2 | 90 | 7
O=C(CNC(=O)C1CCCCC1)OCC(=O)c1ccc(Cl)s1 | 1.5 | 102 | 0 | 1.1 | -2 | -3 | -2 | -0.1 | 107 | 0
COc1ccc(S(=O)(=O)CCC(=O)N2CCN(c3ccccc3F)CC2)cc1 | 0.4 | 97 | 3 | 0.96 | 4 | 10 | -5 | 0.2 | 96 | -3

This is a random part of the collection; 7.7% or so of the library scored in one or more.
